APP 5'UTR act: APP 5'UTR luciferase reporter activation; SH-SY5Y APP 5'UTR luciferase reporter, luminescence; zero percent = DMSO vehicle wells; activation, % at 2 µM; actives 1% (n = 190,000);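 active = activation above a set limit, based on mean plus 3 SD of controls, cut at about 140% in these data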; also: values of inactives mirror those of a sister screen read the other way
bIAP act: intestinal alkaline phosphatase (bovine) activation | purified bovine IAP, CDP-star luminescence, 30 min; stronger effect = higher value; fold of DMSO-control signal, blank-subtracted | actives 0.17% (n = 200,000) | AID 1016 | activation factor at 20 µM;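 active = activation factor of 2 or more at 20 µM, a signal rise over negative controls twice the positive control's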
PMI act satM6P: increases human PMI activity with near-saturating mannose 6-phosphate; P34949; coupled PMI enzyme assay, resazurin fluorescence, 20 min; stronger effect = higher value; 1 = untreated enzyme, 0 = substrate-free blank; activation factor at 20 µM; actives 0.34% (n = 190,000); AID 1216;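 active = activation factor of 2 or more at 20 µM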
Target sequence (P34949 whole entry, looked up): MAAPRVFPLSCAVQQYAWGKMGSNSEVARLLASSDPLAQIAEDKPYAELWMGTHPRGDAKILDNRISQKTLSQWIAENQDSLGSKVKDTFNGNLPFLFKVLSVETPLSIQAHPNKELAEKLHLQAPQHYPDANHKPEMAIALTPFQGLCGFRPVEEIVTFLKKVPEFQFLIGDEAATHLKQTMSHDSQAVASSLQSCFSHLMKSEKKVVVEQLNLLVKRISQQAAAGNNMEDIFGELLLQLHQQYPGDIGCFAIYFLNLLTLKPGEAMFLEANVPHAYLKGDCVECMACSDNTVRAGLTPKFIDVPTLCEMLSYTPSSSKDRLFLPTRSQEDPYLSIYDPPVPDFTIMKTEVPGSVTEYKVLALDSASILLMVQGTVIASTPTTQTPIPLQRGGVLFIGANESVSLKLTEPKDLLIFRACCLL
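Test system: Human PMI in coupled enzyme assay | Input: 15 ng/mL PMI | Medium: HEPES-buffered pH 7.4 with magnesium and detergent | Compound: One concentration, 20 µM, in 1% DMSO | Incubation: Enzyme reaction with compound 20 min at room temperature | Detection: Diaphorase-driven resazurin-to-resorufin fluorescence, excitation 544, emission 590 nm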
PMI activator: phosphomannose isomerase (human) activation; activation factor at 20 µM; purified human PMI, coupled resazurin fluorescence, 20 min; stronger effect = higher value; 1 = vehicle control, 0 substrate-free wells; actives 0.005% (n = 190,000); P34949;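 active = activation factor of 2 or more at 20 µM, relative to plate controls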
TNAP inh hi DEA: inhibitors of human TNAP at high phosphate acceptor concentration; actives 0.03% (n = 200,000); P05186; inhibition, % at 20 µM; purified TNAP, CDP-star luminescence, 1 M DEA; AID 1135;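 active = over 50% inhibition of tissue-nonspecific alkaline phosphatase at 20 µM in the single-dose screen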;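 also: plate controls were DMSO wells for no effect and EDTA-quenched wells as full inhibition for full effect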
Target sequence (P05186 whole entry, looked up): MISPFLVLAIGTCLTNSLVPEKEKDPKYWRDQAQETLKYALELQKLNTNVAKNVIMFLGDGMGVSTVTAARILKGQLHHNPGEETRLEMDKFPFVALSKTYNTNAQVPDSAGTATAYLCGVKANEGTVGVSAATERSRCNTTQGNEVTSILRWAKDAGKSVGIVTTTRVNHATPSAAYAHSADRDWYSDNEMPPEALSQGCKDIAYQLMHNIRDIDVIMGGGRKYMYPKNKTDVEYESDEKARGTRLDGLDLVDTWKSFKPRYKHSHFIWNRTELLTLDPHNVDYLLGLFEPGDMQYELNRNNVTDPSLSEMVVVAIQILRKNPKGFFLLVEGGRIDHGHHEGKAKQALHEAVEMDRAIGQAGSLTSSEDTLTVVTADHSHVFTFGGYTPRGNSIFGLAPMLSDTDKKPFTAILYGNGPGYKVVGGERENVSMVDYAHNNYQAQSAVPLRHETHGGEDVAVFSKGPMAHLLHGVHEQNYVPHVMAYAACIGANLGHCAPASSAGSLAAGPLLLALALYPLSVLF
TNAP act hiacc: increases human TNAP activity under high phosphate acceptor concentration | purified TNAP, CDP-star luminescence, 1 M DEA, 30 min; stronger effect = higher value; 0 = EDTA background, 1 = DMSO-only activity | P05186 | 200,000 tested, under 10 active | activation factor at 20 µM;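 active = activation factor at least 2 at 20 µM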
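system = human TNAP | amount = enzyme diluted 1/800 final | reagent = 100 µM CDP-star substrate | signal = luminescent substrate turnover signal | dosing = one dose, 20 µM | benchmarks = EDTA negative control, DMSO positive control | measure = activation factor | timing = 30 min reaction, room temperature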
FLuc inhib CS: Photinus pyralis luciferase inhibition counter-screen; actives 1.5% (n = 200,000); inhibition, % at 10 µM; ATPLite firefly luciferase biochemical luminescence, 10 min; P08659;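 active = inhibition above about 50% when tested at 10 µM, limit read from the data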
NF-kB expr up: NF-kB expression increase, human neuronal cells. NF-kB reporter expression; stronger effect = higher value. fold change at 12.5 µM. actives 1.6% (n = 190,000). AID 1239; in the data active = fold change above about 3.3
TNAP inh noacc: blocks human TNAP activity with no phosphate acceptor present | purified TNAP, CDP-star luminescence, 30 min | AID 1012 | inhibition, % at 20 µM | actives 0.26% (n = 200,000) | P05186;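 active = tissue-nonspecific alkaline phosphatase inhibition above about 50% at 20 µM in the single-dose screen, limit read from the data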;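 also: 0% = DMSO negative control and 100% = EDTA positive control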
FLuc act counter: firefly luciferase counter-screen for stimulation assays; P08659; AID 1027; 200,000 tested, under 10 active; activation factor at 10 µM; ATPlite luciferase biochemical, luminescence, 10 min; 0 = ATP-free wells, 1 = DMSO control;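 active = luciferase activation factor, scaled between plate controls, of at least 2 with compound at 10 µM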
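Material: luciferase plus luciferin reagent, cell-free. Medium: PBS buffer for ATP. Also added: ATP substrate, dispensed from a 10.24 µM working solution in PBS. Doses: test compounds dosed from 2 mM stocks in 100% DMSO. Incubation: 10 min post-reagent at room temperature. Technique: light output (luminescence). Read-out basis: luminescence gain marking luciferase activators.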
* hit, by the source's call; . = no result given.

1	CCOC(=O)Cn1c(=O)c2c(nc3n2CCCCN3c2ccc(C)cc2)n(C)c1=O
2	COCCCNC(=O)c1nc2c(nnn2Cc2cc(C)ccc2C)c(=O)[nH]1
3	Cc1nn(CC(=O)NNC(=S)Nc2ccccc2)c(C)c1[N+](=O)[O-]
4	Cc1cc(NC(=O)CCCC(=O)NCc2cccs2)no1
5	CCn1cc(C(=O)O)c(=O)c2cc(F)c(N3CCN(S(=O)(=O)c4ccc5c(c4)OCCO5)CC3)cc21
6	O=C(NCc1ccco1)c1cccc(S(=O)(=O)N2CCc3ccccc32)c1
7	Cc1c(C(=O)Nc2ccccc2N2CCOCC2)sc2nc3n(c(=O)c12)CCC3
8	O=C(NC1CCCCCC1)C1CCN(S(=O)(=O)N2CCC3(CC2)OCCO3)CC1

| assay / compound | 1 | 2 | 3 | 4 | 5 | 6 | 7 | 8 |
| --- | --- | --- | --- | --- | --- | --- | --- | --- |
| APP 5'UTR act | -6 | -15 | 0 | 14 | 3 | -1 | . | -17 |
| bIAP act | 1 | 1 | 1.3 | 0.9 | 1 | 1 | 0.9 | 1 |
| PMI act satM6P | 0.9 | 1.2 | 1 | 1 | 1 | 1 | 1.1 | 0.9 |
| PMI activator | 0.9 | 1.2 | 1 | 1 | 1 | 0.9 | 1 | 0.9 |
| TNAP inh hi DEA | -6 | -3 | 0 | -6 | -9 | -3 | -7 | 0 |
| TNAP act hiacc | 1.1 | 1 | 1 | 1.1 | 1.1 | 1 | 1.1 | 1 |
| FLuc inhib CS | -3 | -2 | -9 | -6 | -8 | -18 | -8 | -4 |
| NF-kB expr up | 1 | 1.1 | 1.1 | 1.2 | 1.4 | 1.3 | . | 1.1 |
| TNAP inh noacc | -10 | -6 | -105 | -11 | -8 | 7 | 1 | -3 |
| FLuc act counter | 1 | 1 | 1.1 | 1.1 | 1.1 | 1.2 | 1.1 | 1 |

9	CCOC(=O)C1(Cc2ccccc2C(F)(F)F)CCN(CCCn2cccn2)CC1
10	Nc1ccc(C2=Nc3cccc4cccc(c34)N2)cc1
11	c1ccc2cc3[nH]c(CN4CCOCC4)nc3cc2c1
12	CCOc1ccc(C2C(C#N)=C(N)Oc3nc[nH]c(=O)c32)cc1 (stereo not drawn)
13	O=C(COC(=O)c1cc[n+]([O-])cc1)Nc1ccccc1Sc1ccccc1
14	Cc1cc(=O)oc(C)c1C(=O)NCCc1ccc(F)cc1
15	C/C(=N\NC(=O)C1CC1c1ccccc1)c1cccs1 (stereo not drawn)
16	CC(C)(C)c1cc[n+](/C(C(=S)Nc2ccccc2F)=C(/[O-])c2ccc3c(c2)OCCO3)cc1

| assay / compound | 9 | 10 | 11 | 12 | 13 | 14 | 15 | 16 |
| --- | --- | --- | --- | --- | --- | --- | --- | --- |
| APP 5'UTR act | 11 | -1 | 6 | 8 | 6 | 6 | -5 | -3 |
| bIAP act | 1 | 1.1 | 1.3 | 1 | 1.3 | 1.1 | 0.9 | 1.2 |
| PMI act satM6P | 1 | 0.8 | 0.9 | 0.9 | 1.1 | 1 | 1 | 0.6 |
| PMI activator | 1 | 0.9 | 1 | 1.1 | 1 | 1 | 1 | 0.8 |
| TNAP inh hi DEA | 3 | 15 | 1 | 0 | -2 | -1 | -4 | -5 |
| TNAP act hiacc | 1 | 0.9 | 1 | 1 | 1 | 1 | 1 | 1 |
| FLuc inhib CS | -5 | 15 | 5 | -9 | -4 | -1 | -6 | 1 |
| NF-kB expr up | 1.1 | 0.85 | 1.4 | 1.3 | 0.99 | 0.84 | 1.1 | 1.1 |
| TNAP inh noacc | -2 | 0 | -4 | -8 | -10 | -6 | -12 | 4 |
| FLuc act counter | 1.1 | 0.9 | 0.9 | 1.1 | 1 | 1 | 1.1 | 1 |

Entries of single compounds as entered above. Order of screens: APP 5'UTR act	bIAP act	PMI act satM6P	PMI activator	TNAP inh hi DEA	TNAP act hiacc	FLuc inhib CS	NF-kB expr up	TNAP inh noacc	FLuc act counter
CC(C)(C)c1cc[n+](/C(C(=S)Nc2ccccc2F)=C(/[O-])c2ccc3c(c2)OCCO3)cc1 in the list: -3	1.2	0.6	0.8	-5	1	1	1.1	4	1
c1ccc2cc3[nH]c(CN4CCOCC4)nc3cc2c1 in the list: 6	1.3	0.9	1	1	1	5	1.4	-4	0.9

Carrying on.
17	Cc1nc2ccccn2c1C(=O)N/N=C/c1cc(C)n(-c2ccc(Cl)cc2)c1C
18	CCOC(=O)C1=C(C)N(C)C(=S)NC1c1cccc(Cl)c1Cl (stereo not drawn)
19	O=C(NC1CCCC1)C1c2ccccc2C(=O)N1C1CCCCC1 (stereo not drawn)
20	O=c1ccccn1Cc1c(Cl)cccc1Cl
21	COc1ccc(-c2noc(-c3ccccc3C(=O)N3CCOCC3)n2)cc1
22	C=CCc1ccccc1OCCOc1ccc([N+](=O)[O-])cc1/C=N/NC(N)=O
23	Cc1ccc(/C=C/C(=O)NCCc2c[nH]c3ccccc23)o1
24	O=C(COC(=O)c1ccc(CO)cc1)NCc1cccs1

| assay / compound | 17 | 18 | 19 | 20 | 21 | 22 | 23 | 24 |
| --- | --- | --- | --- | --- | --- | --- | --- | --- |
| APP 5'UTR act | 13 | 21 | -4 | 19 | 0 | 7 | -7 | 6 |
| bIAP act | 1 | 1 | 1 | 1 | 0.9 | 0.5 | 0.7 | 0.5 |
| PMI act satM6P | 0.9 | 0.9 | 1.1 | 1 | 1 | 1 | 1 | 1 |
| PMI activator | 0.9 | 0.9 | 1 | 1 | 1 | 1 | 1 | 1.1 |
| TNAP inh hi DEA | -5 | -5 | -7 | -2 | -4 | -4 | 0 | -1 |
| TNAP act hiacc | 1 | 1.1 | 1.1 | 1 | 1 | 1 | 1 | 1 |
| FLuc inhib CS | 7 | -7 | -8 | -1 | -6 | -8 | 0 | -4 |
| NF-kB expr up | 0.95 | 1.1 | 0.95 | 1.1 | 0.92 | 1.3 | 1.2 | 1 |
| TNAP inh noacc | -7 | -6 | -22 | -10 | -2 | -2 | 2 | -16 |
| FLuc act counter | 0.9 | 1.1 | 1.1 | 1 | 1.1 | 1.1 | 1 | 1 |

Overlap with the part before: 3 entries, then new ones.
Letters: A = APP 5'UTR act; B = bIAP act; C = PMI act satM6P; D = PMI activator; E = TNAP inh hi DEA; F = TNAP act hiacc; G = FLuc inhib CS; H = NF-kB expr up; I = TNAP inh noacc; J = FLuc act counter
22	C=CCc1ccccc1OCCOc1ccc([N+](=O)[O-])cc1/C=N/NC(N)=O
  A: 7 | B: 0.5 | C: 1 | D: 1 | E: -4 | F: 1 | G: -8 | H: 1.3 | I: -2 | J: 1.1

23	Cc1ccc(/C=C/C(=O)NCCc2c[nH]c3ccccc23)o1
  A: -7 | B: 0.7 | C: 1 | D: 1 | E: 0 | F: 1 | G: 0 | H: 1.2 | I: 2 | J: 1

24	O=C(COC(=O)c1ccc(CO)cc1)NCc1cccs1
  A: 6 | B: 0.5 | C: 1 | D: 1.1 | E: -1 | F: 1 | G: -4 | H: 1 | I: -16 | J: 1

25	COc1cc(OC)cc(-c2cc3nc(C)c(CCC(=O)O)c(=O)n3[nH]2)c1
  A: 2 | B: 1 | C: 1 | D: 1 | E: -4 | F: 1 | G: -2 | H: 1.1 | I: -14 | J: 1

26	COc1ccc(Nc2ncnc3c2cnn3Cc2ccccc2)cc1
  A: 9 | B: 0.9 | C: 1.1 | D: 1 | E: -4 | F: 1 | G: -3 | H: . | I: -9 | J: 1

27	Clc1ccsc1-c1ccnc(-n2cccc2)n1
  A: 22 | B: 1.1 | C: 1 | D: 1 | E: -5 | F: 1.1 | G: -8 | H: 1.1 | I: -4 | J: 1.1

28	O=C(CN1CCOCC1)N1CCN(c2nnc(-c3ccccc3)c3ccccc23)CC1
  A: -19 | B: 1 | C: 1 | D: 0.9 | E: -1 | F: 1 | G: -4 | H: 0.56 | I: -9 | J: 1

29	COCC(C)N=C1NN=C(c2ccc(NC(C)=O)cc2)CS1 (stereo not drawn)
  A: 30 | B: 1 | C: 1.2 | D: 1.2 | E: 2 | F: 1 | G: 20 | H: 1.3 | I: 1 | J: 0.8

30	CCOc1ccc(OCC(O)CNC2CCN(Cc3ccccc3)CC2)cc1 (stereo not drawn)
  A: 9 | B: 0.9 | C: 0.9 | D: 0.9 | E: -2 | F: 1 | G: -4 | H: 0.77 | I: -8 | J: 1

31	Cc1ccccc1CCN(CC(=O)NC1CCCCC1)C(=O)c1csnn1
  A: -11 | B: 1 | C: 0.9 | D: 0.9 | E: 0 | F: 1 | G: -1 | H: 1.1 | I: -5 | J: 1

32	CCOC(=O)/C=C1\SCC(=O)N1CC(O)CN1C(=O)CS/C1=C\C(=O)OCC
  A: 5 | B: 1 | C: 1 | D: 1.1 | E: -5 | F: 1 | G: -13 | H: 1.1 | I: -6 | J: 1.1

33	O=C(Nc1cc(Cl)ccn1)C1CCN(S(=O)(=O)c2cccs2)CC1
  A: 4 | B: 0.9 | C: 0.9 | D: 0.9 | E: -4 | F: 1 | G: -6 | H: 1.2 | I: -6 | J: 1.1

34	CC(C)Cn1c(N)c(C(=O)COC(=O)CC23CC4CC(CC(C4)C2)C3)c(=O)n(C)c1=O
  A: -10 | B: 1.1 | C: 0.9 | D: 0.8 | E: -5 | F: 1.1 | G: -4 | H: 0.64 | I: -1 | J: 1

35	CCOc1ccc(C2/C(=C(/O)c3ccc(F)cc3)C(=O)C(=O)N2CCCN(C)C)cc1 (stereo not drawn)
  A: -5 | B: 1 | C: 0.9 | D: 0.8 | E: -1 | F: 1 | G: -8 | H: 1.3 | I: -10 | J: 1.1

36	COc1cccc(-c2cc(C(=O)NCc3ccco3)no2)c1
  A: 118 | B: 0.9 | C: 1 | D: 1.1 | E: -2 | F: 1 | G: 17 | H: 3.3 | I: -10 | J: 0.8

37	C=CCOC(=O)C1=C(C)NC(C)=C(C(=O)OCC=C)C1c1ccc(O)cc1
  A: . | B: 1 | C: 0.8 | D: 0.8 | E: -5 | F: 1.1 | G: 1 | H: . | I: -10 | J: 1

38	CCOc1ccc(-n2c(SCc3ccc(C#N)cc3)nnc2-c2cccnc2)cc1
  A: -2 | B: 1 | C: 1 | D: 0.9 | E: -1 | F: 1 | G: -5 | H: 0.35 | I: -6 | J: 1

39	CCCOc1cccc(-c2cc(C(=O)NNC(=S)NCC)c3ccccc3n2)c1
  A: -53 | B: 1.3 | C: 1.1 | D: 1.1 | E: -3 | F: 1 | G: 48 | H: 1.4 | I: -11 | J: 0.5

40	COC(=O)c1ccccc1NC(=O)C1CCCO1 (stereo not drawn)
  A: -20 | B: 1.3 | C: 1.1 | D: 1 | E: -2 | F: 1 | G: -6 | H: 1.6 | I: -8 | J: 1.1

Bioassay records as filed in PubChem.

Not a hit list; any-hit rate near 3.6%.
